Assay outcomes as filed in PubChem.
KCNK3 inh – human KCNK3 channel inhibitors, primary screen, CHO cells, FluxOR thallium flux, B-score. Potassium channel subfamily K member 3 (Homo sapiens), O14649. FluxOR fluorescence; active compounds read low. B-score at 10 µM. 340,000 compounds, 0.84% hits. AID 602410, 2012;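 active = B-score under library mean minus 4 SD, starting fluorescence ratio at most library mean plus 5 SD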;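 note: more negative B-score means stronger inhibition of thallium flux through KCNK3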
KCNQ1 act – potentiators or activators of KCNQ1 channel, primary screen, cell-based, thallium flux, high-throughput | 310,000 compounds, 0.35% hits | AID 2648, 2010 | CHO-K1 KCNQ1, thallium flux FluxOR fluorescence; active compounds read high | B-score at 10 µM | Potassium voltage-gated channel subfamily KQT member 1 (Homo sapiens), P51787;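 active = fluorescence ratio B-score, a plate-corrected score, at least three library SD, with initial intensity B-score within 5 SD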
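Assay system: CHO-K1 cells stably expressing KCNQ1. Medium: assay buffer for compound exposure, DMSO matched across wells. Timing: 37 °C overnight plating, 90-min dark dye load, 20-min compound pretreatment. Signal: kinetic FluxOR fluorescence, 10 s baseline plus 110 s post-stimulus.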
GSK3A inh – blockers of GSK3A enzyme activity – biochemical, luminescence, cell-free homogeneous, HTS, primary screen | Glycogen synthase kinase-3 alpha (Homo sapiens), P49840 | GSK-3 alpha kinase, ADP-Glo luminescence, 60 min | inhibition, % at 10 µM | 320,000 compounds, 0.1% hits | AID 2650, 2010;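 in the data active = inhibition above about 50%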;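 note: GST-tagged GSK-3 alpha with peptide substrate and 25 µM ATP; 0% = DMSO neutral wells and 100% = GW8510 positive control wells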
Target sequence (P49840 whole entry, looked up): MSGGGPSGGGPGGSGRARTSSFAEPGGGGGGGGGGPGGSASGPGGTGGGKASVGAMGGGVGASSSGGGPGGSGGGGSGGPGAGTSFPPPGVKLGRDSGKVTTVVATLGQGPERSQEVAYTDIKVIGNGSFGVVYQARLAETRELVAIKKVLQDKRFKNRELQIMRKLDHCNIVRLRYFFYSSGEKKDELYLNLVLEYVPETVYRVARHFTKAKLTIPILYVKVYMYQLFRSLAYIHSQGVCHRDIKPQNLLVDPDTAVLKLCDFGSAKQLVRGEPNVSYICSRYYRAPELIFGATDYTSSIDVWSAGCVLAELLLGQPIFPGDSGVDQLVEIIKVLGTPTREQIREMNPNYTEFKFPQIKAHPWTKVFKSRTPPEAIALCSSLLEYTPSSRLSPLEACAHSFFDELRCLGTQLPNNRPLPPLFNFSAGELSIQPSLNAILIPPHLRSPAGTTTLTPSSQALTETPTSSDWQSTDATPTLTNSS
DYRK1A inh – rat Dyrk1A kinase inhibitors, primary screen, biochemical, single point, plate reader; Dual specificity tyrosine-phosphorylation-regulated kinase 1A (Rattus norvegicus), Q63470; ADP-Glo luminescence, NFATc1 peptide; inhibition, % at 12.5 µM; 310,000 compounds, 0.43% hits; in the data active = inhibition above about 50%;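 note: plate controls were vehicle with enzyme for no effect and no enzyme for full effect; many of its hits are not listed in these tables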
hERG protect – hERG rescue from dofetilide block, primary screen, cell-based, CHO-hERG, FluxOR thallium flux, dofetilide IC70. 310,000 compounds, 0.51% hits. dofetilide IC70 present. activation (rescue from dofetilide block), less the hit threshold, % at 10 µM. AID 1511, 2009;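 active = activation above the mean of controls blocked by dofetilide plus 5 SD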;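 note: thallium influx through hERG after potassium depolarization seen as dye fluorescence rise; in these data hits start at about 4.7%; inactives centre near -7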
KCNK9 block – KCNK9 potassium channel inhibitors, primary screen, HEK293 cells, thallium flux; Potassium channel subfamily K member 9 (Homo sapiens), Q9NPC2; FluxOR thallium flux fluorescence; active compounds read low; B-score at 10 µM; 310,000 compounds, 1.2% hits;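 active = ratio B-score over 3 SD below the library mean, with starting fluorescence within 5 SD of its mean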;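 note: negative B-score means less thallium flux so channel inhibition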
Target sequence (Q9NPC2 whole entry, looked up): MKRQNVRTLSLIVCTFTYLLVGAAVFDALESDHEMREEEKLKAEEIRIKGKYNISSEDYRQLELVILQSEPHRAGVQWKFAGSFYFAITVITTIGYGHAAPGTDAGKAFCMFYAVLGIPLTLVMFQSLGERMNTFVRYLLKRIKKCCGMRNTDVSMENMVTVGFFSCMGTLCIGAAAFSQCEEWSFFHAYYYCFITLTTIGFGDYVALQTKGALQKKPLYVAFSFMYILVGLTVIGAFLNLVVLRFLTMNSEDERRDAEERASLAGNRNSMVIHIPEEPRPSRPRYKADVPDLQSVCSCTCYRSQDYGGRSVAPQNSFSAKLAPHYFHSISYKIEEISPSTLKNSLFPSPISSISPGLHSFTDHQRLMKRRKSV
RGS4 act – RGS4 potentiators or activators, primary screen, cell-based, HEK293 M3R inducible RGS4, calcium flux; carbachol calcium flux Fluo4; active compounds read low; B-score at 10 µM; 310,000 compounds, 0.92% hits; AID 463111, 2010;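 active = B-score of the integrated calcium signal more than 4 SD below the library mean, with starting fluorescence not abnormally high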;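 note: negative B-score means reduced calcium response which marks RGS4 activation or potentiation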
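test system = M3R-expressing HEK293 line, RGS4 induced by doxycycline | probe or stimulus = carbachol at ECmax as muscarinic agonist stimulus | timing = dye loading 30 min 37 °C, buffer rest 30 min RT | signal = calcium dye Fluo4 fluorescence | evaluation = B score from integrated fluorescence ratio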
KCNQ1 inh – inhibitors of human KCNQ1 channel, primary screen, cell-based, thallium flux, high-throughput. B-score at 10 µM. CHO-K1 KCNQ1, FluxOR thallium flux fluorescence; active compounds read high. AID 2642, 2010. Potassium voltage-gated channel subfamily KQT member 1 (Homo sapiens), P51787. 310,000 compounds, 1.3% hits;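 active = compounds whose thallium flux B-score, printed positive for inhibition, exceeds three library SD while starting fluorescence stays within three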;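 note: channel opened by potassium depolarization with thallium stimulus after 20 min compound exposure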
GSK3beta inhib – human GSK3beta kinase inhibitors, primary screen, biochemical, cell-free homogeneous, HTS | GST-GSK3beta kinase, ADP-Glo luminescence, 60 min; active compounds read low | activity score (negative = inhibition), % at 10 µM | 300,000 compounds, 0.038% hits;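 active = more than half of replicate wells score below -50%, meaning over 50% inhibition versus plate controls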;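 note: 0% = median DMSO wells and -100% = median GW8510 positive control wells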
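test system = GST-tagged human GSK3beta kinase, cell-free | reagent = 25 µM ATP with peptide substrate | dosing = one dose of 10 µM per compound | schedule = 60 min reaction, RT | detection = luminescent ADP-Glo measurement of ADP formed | control set = DMSO neutral wells and GW8510 at 20 µM as positive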
RGS4 block – RGS4 inhibitors, primary screen, cell-based, HEK293 M3R inducible RGS4, calcium flux | 310,000 compounds, 0.45% hits | Regulator of G-protein signaling 4 (Homo sapiens), P49798 | Fluo-4 calcium flux; active compounds read high; triggered by carbachol at its EC20 | B-score at 10 µM;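 active = B-score, a plate-corrected calcium signal, over three deviations above library mean, with baseline fluorescence within five deviations of library mean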;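 note: RGS4 expression induced by doxycycline in cells with stable M3 receptor; B-score is computed from the integrated fluorescence ratio over baseline after carbachol; higher B-score means a larger calcium signal and so more RGS4 inhibition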
Target sequence (P49798 whole entry, looked up): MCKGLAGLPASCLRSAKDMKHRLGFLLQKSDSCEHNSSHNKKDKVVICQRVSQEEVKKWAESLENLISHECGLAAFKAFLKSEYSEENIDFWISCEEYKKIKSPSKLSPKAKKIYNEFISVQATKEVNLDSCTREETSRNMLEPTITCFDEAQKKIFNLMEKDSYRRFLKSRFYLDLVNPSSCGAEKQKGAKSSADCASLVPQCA
PolyA inh – polyadenylation inhibitors in yeast reporter cells, primary screen, luminescence, S. cerevisiae; S. cerevisiae SKY197-pL101 polyadenylation reporter, beta-gal luminescence; efflux-impaired pdr1/pdr3 knockout yeast; score 100 = 6 SD above DMSO; calls only at 12 µM; 300,000 compounds, 0.02% hits; AID 1875, 2009;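 active = lowest replicate activity score at least 50, where 100 means six control SD above control mean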;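 note: yeast exposed to compound for 9 h at 30 °C; higher score means more reporter readthrough which indicates perturbed polyadenylation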
* hit, by the source's call; i = inactive; . = not tested or not shown. An excerpt; the hit share may differ from the screen's.

structure | GSK3beta inhib | RGS4 act | RGS4 block | KCNK9 block | DYRK1A inh | KCNK3 inh | KCNQ1 act | KCNQ1 inh | PolyA inh | hERG protect | GSK3A inh
COCCCNC(=O)Cn1cnc2sc(C)c(S(=O)(=O)N3CC(C)CC(C)C3)c2c1=O (configuration not stated) | -1 | i | i | i | -5 | i | i | i | i | -7 | 6
Cc1ccc(N2CC(C)Cn3c2nc2c3c(=O)[nH]c(=O)n2C)cc1C (configuration not stated) | -1 | i | i | i | . | i | i | i | i | -10 | 2
C/C(N)=C(/C#N)C(=O)COC(=O)c1cc(-c2ccccc2)nc2ccc(Br)cc12 | 1 | i | i | i | . | . | i | i | i | -18 | 1
CCN(CCCn1c(SCC#N)nc2ccccc2c1=O)c1ccccc1 | -3 | i | i | -11* | -7 | -9.3* | i | i | i | -15 | 1
CCCCCn1c(CNC(C)=O)nc2ccccc21 | -2 | i | i | i | -2 | i | i | i | i | -7 | -1
Clc1nc(CN2CCOCC2)nc2sc3c(c12)CCC3 | 0 | i | i | i | 3 | i | i | i | i | -8 | 6
O=C(Nc1cc(Cl)ccc1O)C1CC(c2ccccc2O)=NO1 (configuration not stated) | -1 | i | i | i | 0 | i | i | i | i | -5 | -1
Cc1ccccc1NC(=S)N/N=C/c1ccc(O)cc1O | 2 | i | i | i | 40 | i | i | i | i | -25 | 24
Cc1cc(NS(=O)(=O)c2ccc(NC(=S)NC(=O)c3ccncc3)cc2)no1 | -1 | i | i | i | -3 | i | i | i | i | -8 | -1
CC1CCCC(C)N1C(=O)c1cc(-c2cccs2)on1 (configuration not stated) | 3 | i | i | i | 1 | i | i | i | i | -10 | -2
O=C(NCc1nnc(SCC(=O)N2CCCc3ccccc32)o1)c1ccco1 | 2 | i | i | i | 4 | i | i | i | i | -6 | 2
O=C(C1CCC1)N1CCc2cc(S(=O)(=O)NC3CCCC3)ccc21 | -1 | i | i | i | 1 | i | i | i | i | -2 | 1
Cc1ccc(NC2=NC3(CCCCC3)N=C(N)N2)c(C)c1 | 1 | i | i | i | 3 | i | i | i | . | -17 | 1
COc1ccc(OC)c(S(=O)(=O)NC2CC(=O)N(c3ccc(C)c(C)c3)C2)c1 (configuration not stated) | 0 | i | i | i | 5 | i | i | i | i | -12 | 1
Cc1nc(C)c(-c2ccccc2)c(=O)[nH]1 | 2 | i | i | i | -2 | i | i | i | i | -4 | -1
COc1cc(C2C(C(=O)OC(C)C)=C(C)Nc3[nH]c(=O)[nH]c(=O)c32)ccc1O (configuration not stated) | 1 | i | i | i | -2 | i | i | i | . | 0 | -1
COc1cccc(C(=O)N2CCN(c3ccc(N4CCOCC4)nn3)CC2)c1 | -3 | i | i | i | 3 | i | i | i | i | -6 | .
COc1ccc(CCNC(=O)COc2cc(C)cc3oc(=O)cc(C)c23)cc1 | -2 | i | i | i | -6 | i | i | i | i | -1 | -1
CC1(c2ccccc2)NC(=O)N(CC(=O)NNC(=O)c2ccccc2)C1=O (configuration not stated) | 1 | i | i | i | 2 | i | i | i | i | -8 | 2
O=C(C1=NN[C@@H]2C(=O)N(c3cccc(F)c3)C(=O)[C@H]12)c1cnccn1 | 0 | i | i | i | 2 | i | i | i | i | -4 | 0
Cc1ccc(C)c2[nH]c(=O)c(CN(Cc3ccco3)S(=O)(=O)c3ccc4c(c3)OCCO4)cc12 | -1 | i | i | i | -1 | i | i | 6* | i | -15 | -1
COc1ccc(C(=O)NC(C)c2nnc(SCc3ccc(Cl)c(Cl)c3)n2C)cc1 (configuration not stated) | 0 | i | i | i | 2 | i | i | i | i | -2 | .
CC1(C)Cc2c(cnn2-c2ccccc2)C(NC(=O)CCN2CCCCO2)C1 (configuration not stated) | . | i | i | i | -3 | i | i | i | i | -8 | -2
O=C(O)c1ccc(-c2ccccn2)s1 | 1 | i | i | i | 3 | i | i | i | i | -8 | -1
CC1(C)CC(=O)c2sc(NS(=O)(=O)c3ccc([N+](=O)[O-])cc3)nc2C1 | 4 | i | i | i | -11 | i | i | i | i | -12 | -3

structure | GSK3beta inhib | RGS4 act | RGS4 block | KCNK9 block | DYRK1A inh | KCNK3 inh | KCNQ1 act | KCNQ1 inh | PolyA inh | hERG protect | GSK3A inh
O=C(O)CNc1nc(-c2ccccc2)nc2c1oc1ccccc12 | -3 | i | i | i | 4 | i | i | i | i | -2 | -2
COC(=O)C1=C(C(=O)OC)[C@@H]2Nc3ccccc3[C@@]23C[C@@H](C(=O)OC)N(C(=O)CC(C)C)C3=N1 | -2 | i | i | i | 9 | i | i | i | i | -5 | -2
CC(C)CN1CCNC(=O)C1CC(=O)NCc1cnn(-c2cccc(F)c2)c1 (configuration not stated) | 3 | i | i | i | 2 | i | i | i | i | -6 | 1
O=C(Nc1ccccc1C(F)(F)F)c1cnccn1 | -5 | i | i | i | 9 | i | i | i | i | -10 | 2
COc1ccc(C)cc1NC(=O)C1CCN(C(=O)C2CC(=O)N(c3ccc(C)cc3)C2)CC1 (configuration not stated) | 2 | i | i | i | 1 | i | i | i | i | -1 | -3
N=C1/C(=C/c2cccn2Cc2ccc(F)cc2)C(=O)N=C2SC=CN12 | 2 | i | i | i | 1 | i | i | i | i | -14 | -1
COc1ccc(Br)cc1/C=N/NC(=O)c1cccnc1 | 0 | i | i | i | 3 | i | i | i | i | -9 | 1
O=C(CN(C(=O)CNS(=O)(=O)c1ccc(F)cc1)c1ccccc1F)NCc1ccco1 | 2 | i | 4.9* | i | -4 | i | i | i | i | -9 | -1
O=C(Cc1cccs1)NCC1CCCO1 (configuration not stated) | -2 | i | i | i | -8 | i | i | i | i | 0 | -3
CC1=C(C(=O)Nc2cccc(C(=O)NCc3ccc(F)cc3)c2)SCCO1 | 5 | i | i | i | 5 | -9* | i | i | i | -9 | -1
CC1=CCC2C(=O)N(c3ccc4ccccc4n3)C(=O)C2C1 (configuration not stated) | 6 | i | i | i | 10 | i | i | i | i | -9 | -1
Cc1cc(C)c(N2CCN(S(=O)(=O)N3CCCCCC3)CC2)c(C)c1 | 0 | i | i | i | -1 | i | i | 7* | i | -13 | 0
CCC(C)NC(=O)c1cn(CC)c2ccc(S(=O)(=O)N3CCCCCC3)cc2c1=O (configuration not stated) | 2 | i | i | i | -2 | i | i | i | i | -10 | -1
Cc1ccc(OCc2cc(C(=O)N3CC4C[C@@H]5CC3C[C@H](C4)C5)no2)cc1C | 0 | i | i | i | 2 | i | i | i | i | -5 | -2
O=C(/C=C/c1ccc2c(c1)OCCO2)c1ccccc1 | -5 | i | i | i | . | i | i | i | i | 2 | -2
Nn1c(SCCOc2ccccc2)nnc1-c1cccnc1 | -3 | i | i | i | -3 | i | i | i | i | -4 | 1
CCOC(=O)C1CCCCN1Cc1cccc(F)c1 (configuration not stated) | 2 | i | i | i | 1 | i | i | i | i | -3 | -5
N#Cc1cnn(-c2nc3sc4c(c3c(=O)[nH]2)CCCC4)c1N | 3 | i | i | i | 4 | i | i | i | i | -1 | 0
Cn1c(=O)[nH]c(=O)c2c1nc(Sc1ncccn1)n2CCCc1ccccc1 | -2 | i | i | i | 5 | i | i | i | i | -8 | 1
CC(C)N(C(=O)Cn1c(-c2cccnc2)ccc(C#N)c1=O)C(C)C | -2 | i | i | i | . | i | i | i | i | -6 | 4
CCCCC(O)(c1ccc(F)cc1)C(CN1CCOCC1)c1ccc(Cl)cc1 (configuration not stated) | 0 | i | i | i | -3 | i | i | i | i | -6 | -1
O=C(CN1CCOCC1)Nc1ccccc1-c1ccccc1 | -1 | i | i | i | 5 | i | i | i | i | -11 | -3
C=CCc1cccc2cc(C(=O)OCC(=O)c3ccccc3)c(=O)oc12 | 1 | i | i | i | -3 | i | i | i | i | 0 | 1
CC(C)CNc1nnnc2c1sc1nc(N3CCOCC3)c3c(c12)CC(C)(C)SC3 | 3 | i | i | i | -7 | i | i | i | i | -4 | -1
Cc1ccc(C)c(S(=O)(=O)Nc2ccc3oc(C)c(C(=O)O)c3c2)c1 | 3 | i | i | i | 5 | i | i | i | i | -4 | -2

structure | GSK3beta inhib | RGS4 act | RGS4 block | KCNK9 block | DYRK1A inh | KCNK3 inh | KCNQ1 act | KCNQ1 inh | PolyA inh | hERG protect | GSK3A inh
CS(=O)(=O)c1ccc(NCCc2ccc(S(N)(=O)=O)cc2)c([N+](=O)[O-])c1 | -1 | i | i | i | 3 | i | i | i | . | -2 | 5
COc1ccc(C(=O)N(CN2CCCC2=O)c2cc(C)on2)cc1OC | -4 | i | i | i | 6 | i | i | i | i | -9 | 0
Cc1nc([N+](=O)[O-])c(Br)n1CC(=O)c1ccc(Br)cc1 | 1 | i | i | i | 6 | i | i | i | i | -8 | -1
O=C(NCCCNC(=O)c1cnccn1)c1cccc(Cl)c1 | . | i | i | i | 4 | i | i | i | i | -6 | 0
COc1cccc(-n2c(N)cc(=O)nc2SCC(=O)N2CCN(c3ccccc3)CC2)c1 | 0 | i | i | i | -6 | i | i | i | i | -7 | 1
